697 NFkB inh – inhibitors of PMA/ionomycin-induced NF-kB reporter, 697 cells, primary screen, B-cell NF-kB inhibitor project, cell-based, luminescence, uHTS | 697 B-cell NF-kB luciferase reporter, 16 h | inhibition, % at 4 µM | 0.33% of 330,000 active; in the data active = inhibition above about 35%
Jurkat NFkB inh – inhibitors of induced NF-kB luciferase reporter, primary screen, TCR NF-kB activation inhibitor project, cell-based, luminescence, uHTS; Jurkat, PMA/ionomycin-induced NF-kB luciferase reporter; inhibition, % at 4 µM; 0.53% of 330,000 active; AID 435003, 2010; in the data active = inhibition above about 50%
UBC13 inh – UBC13 polyubiquitin chain formation inhibitors, primary screen, biochemical, TR-FRET, uHTS. inhibition, % at 20 µM. 0.47% of 330,000 active. Ubiquitin-conjugating enzyme E2 N (Homo sapiens), P61088; in the data active = inhibition above about 45%, passing the limit was not always enough
Target sequence (P61088 whole entry, looked up): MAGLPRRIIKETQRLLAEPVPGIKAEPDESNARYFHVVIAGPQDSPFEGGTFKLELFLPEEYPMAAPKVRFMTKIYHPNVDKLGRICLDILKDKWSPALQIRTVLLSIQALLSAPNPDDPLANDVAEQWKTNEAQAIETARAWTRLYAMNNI
CCR6 antag – CCR6 receptor antagonists, primary screen, cell-based, CHO-K1, luminescence, beta-arrestin, uHTS | C-C chemokine receptor type 6 (Homo sapiens), P51684 | CHO-K1 CCR6 PathHunter beta-arrestin, CCL20-stimulated | inhibition, % at 20 µM | 0.49% of 340,000 active;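 active = compounds whose inhibition of the agonist-driven luminescence signal at 20 µM reaches about 50%, limit read from the data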;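 note: cells stimulated with CCL20 at 14 nM final; plate controls were DMSO with CCL20 for no effect and DMSO without agonist for full effect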
EBI2 antag – EBI2 receptor antagonists, beta-arrestin recruitment, primary screen, cell-based, luminescence, 7a,25-OHC stimulation, uHTS. G-protein coupled receptor 183 (Homo sapiens), P32249. 7a,25-OHC stimulated. inhibition, % at 5 µM. 0.81% of 360,000 active; in the data active = inhibition above about 38%;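 note: enzyme fragment complementation signal reports receptor beta-arrestin coupling in cells; 0% = agonist plus DMSO wells and 100% = wells without agonist; some results beyond the cut were filed as inactive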
Target sequence (P32249 whole entry, looked up, the tested form may be a part): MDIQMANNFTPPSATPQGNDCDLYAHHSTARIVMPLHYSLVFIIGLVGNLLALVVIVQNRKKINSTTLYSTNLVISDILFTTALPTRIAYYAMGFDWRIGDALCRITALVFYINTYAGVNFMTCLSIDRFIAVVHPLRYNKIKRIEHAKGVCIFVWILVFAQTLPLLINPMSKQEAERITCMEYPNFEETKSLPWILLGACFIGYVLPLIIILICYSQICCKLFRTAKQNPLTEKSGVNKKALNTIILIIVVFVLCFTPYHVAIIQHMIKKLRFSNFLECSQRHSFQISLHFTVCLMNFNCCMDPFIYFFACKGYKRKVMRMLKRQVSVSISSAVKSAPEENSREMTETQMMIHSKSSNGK
CXCR6 inh – CXCR6 receptor inhibitors, primary screen, cell-based, beta-arrestin, luminescence, CHO-K1 PathHunter, 1536-well. inhibition, % at 20 µM. C-X-C chemokine receptor type 6 (Homo sapiens), O00574. 0.36% of 360,000 active. AID 602244, 2012; in the data active = inhibition above about 34%, passing the limit was not always enough;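 note: antagonist mode with CXCL16 agonist at 10 nM final; 0% = 10 nM CXCL16 with DMSO and 100% = unstimulated wells without agonist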
Target sequence (O00574 whole entry, looked up): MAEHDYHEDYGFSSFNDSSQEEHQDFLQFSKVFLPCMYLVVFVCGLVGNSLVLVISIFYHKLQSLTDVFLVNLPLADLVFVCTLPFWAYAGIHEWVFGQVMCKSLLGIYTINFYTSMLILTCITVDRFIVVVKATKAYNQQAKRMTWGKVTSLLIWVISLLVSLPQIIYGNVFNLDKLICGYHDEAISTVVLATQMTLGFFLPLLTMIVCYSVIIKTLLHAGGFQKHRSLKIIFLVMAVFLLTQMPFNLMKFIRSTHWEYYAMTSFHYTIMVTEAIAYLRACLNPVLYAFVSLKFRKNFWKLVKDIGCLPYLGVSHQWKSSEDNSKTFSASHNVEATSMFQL
Gli-Sufu block – Gli-Sufu pathway antagonists, primary screen, luciferase luminescence, Sufu-KO-LIGHT cells, uHTS. inhibition, % at 5 µM. Sufu-KO-LIGHT fibroblasts, Gli luciferase reporter luminescence. AID 588413, 2011. 0.74% of 340,000 active;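 active = inhibition above about 55%, limit read from the data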;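 note: 0% = DMSO-treated cells and 100% = wells with medium but no cells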
APJ antag – antagonists of human apelin receptor APJ, primary screen, CHO-K1 cells, beta-arrestin complementation, luminescence | inhibition, % at 20 µM | 0.32% of 330,000 active;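 active = inhibition above about 40% at 20 µM, limit read from the data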;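 note: cells challenged with 10 nM apelin-13 agonist together with compound; plate controls were apelin-13 plus DMSO wells for no effect and DMSO wells lacking apelin-13 for full effect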
* hit, by the source's call.

SMILES | 697 NFkB inh | Jurkat NFkB inh | UBC13 inh | CCR6 antag | EBI2 antag | CXCR6 inh | Gli-Sufu block | APJ antag
CN1C(=O)C(C)(C)c2cc(S(=O)(=O)NCCc3ccc(Cl)cc3)ccc21 | 18 | -3 | 3 | -10 | 0 | 2 | 3 | 7
CCOC(=O)c1nn(-c2ccc(Cl)cc2)cc1O | 4 | -60 | 8 | 7 | 0 | 0 | 3 | 3
COC(=O)c1cccc(/C=N/NC(N)=S)c1O | 0 | 8 | 24 | -9 | -2 | -16 | 34 | -23
CCC(=O)N1CCc2cc(S(=O)(=O)NCCC(=O)NC3CCCCCC3)ccc21 | 9 | 6 | 3 | 13 | -2 | 10 | 1 | -3
COC(=O)c1cc(=O)n(Cc2ccco2)c(=Nc2ccc(F)c(Cl)c2)s1 | 13 | 3 | 14 | 11 | 55* | 8 | 6 | 26
COc1ccccc1C(=O)N/C(=C\c1cn(S(=O)(=O)N(C)C)c2ccccc12)C(=O)NCCCN1CCOCC1 | 2 | -7 | 8 | 10 | -11 | -3 | 4 | -4
COCCN(C(=O)CCc1ccc(OC)cc1)c1nnc(-c2ccncc2)s1 | 5 | -2 | 9 | 5 | 5 | 3 | 12 | 2
CC(NC(=O)c1ccc(C(C)(C)C)cc1)C(=O)O (centres undefined) | 3 | 1 | 6 | 7 | -7 | -7 | -1 | 12
COc1ccc(/C=N/NC(=S)SC)cc1OC | 0 | 2 | -14 | 49 | -5 | 22 | 9 | -2
O=S(=O)(NC(=S)NC1CCCCC1)c1cccs1 | 9 | -9 | -2 | 22 | 12 | 9 | 1 | 5
COc1ccc(OC)c(S(=O)(=O)Nc2ccccc2C)c1 | 5 | -8 | 0 | -6 | -12 | -3 | 8 | 15
C=C(C)C(=O)Nc1cccc(C2=NOC3(C2)C[C@@H](C(N)=O)N(C(=O)/C=C/C=C/C)C3)c1 (some centres undefined) | -21 | 15 | -136 | 0 | -5 | -8 | 11 | 0
COc1ccc(N2CCN(C(=O)c3ccc(C)c(NC(=O)C4=C(C)OCCS4)c3)CC2)cc1 | -1 | 10 | -3 | 8 | 3 | 6 | 1 | 21
O=C(c1cccs1)N(Cc1ccco1)C1CCS(=O)(=O)C1 (centres undefined) | 21 | 9 | -2 | -9 | -11 | 3 | -2 | 22
COc1ccccc1CNC(=O)COc1ccc(S(=O)(=O)N2CCOCC2)cc1 | 6 | 19 | -12 | 2 | -11 | 6 | -5 | 20
CCOCCn1c(CN2CCN(C)CC2)nc2c1c(=O)n(C)c(=O)n2C | -6 | 2 | 0 | -2 | 1 | 14 | -5 | -1
CCn1c(SCC(=O)C(C)(C)C)nnc1-c1cccnc1 | 8 | 2 | 3 | -7 | -7 | 9 | 7 | 13
CCOC(=O)c1nc(C)n(-c2cc(Cl)cc(Cl)c2)n1 | 6 | -2 | 11 | -1 | 5 | -3 | 6 | 3
CCCn1c(C)cc(C(=O)COC(=O)c2nccnc2N)c1C | -78 | -62 | -4 | 9 | -9 | -20 | -72 | -1
O=C(CCNC(=O)c1ccc(Cl)cc1)Nc1ccncc1 | -6 | 7 | -1 | -3 | -7 | -10 | -6 | -53
O=C(NC1CCCC1)C(c1cccs1)N(C(=O)c1ccno1)c1ccccc1 (centres undefined) | -1 | -12 | 10 | 12 | 0 | -4 | 3 | 10
CC(C)C(=O)NC(Nc1cccc2cccnc12)C(Cl)(Cl)Cl (centres undefined) | 10 | -15 | 4 | -4 | -1 | -9 | 9 | -11
Cc1cc2c(c(=O)o1)C(C1C=CCCC1)C(C#N)=C(N)O2 (centres undefined) | 12 | -3 | 2 | 5 | -4 | 8 | 3 | 3
O=C(CCCN1C(=O)/C(=C/c2ccccc2Cl)SC1=S)NNC(=O)c1ccccc1 | 40* | 13 | 13 | 16 | 42* | 11 | 6 | 14
COc1ccc(C(=O)O)cc1S(=O)(=O)NCCN(C)C | 27 | 6 | -3 | 9 | -7 | 1 | 1 | 13
c1ccc2c(c1)ncn2CCCCOc1ccc2c(c1)CCC2 | -45 | 9 | 17 | 12 | 3 | -1 | 32 | 1
O=C(c1ccccc1F)N1CCN(Cc2ccc3c(c2)OCO3)CC1 | -6 | -3 | 0 | -4 | -7 | -2 | 2 | -3
O=C(Nc1ccc(S(=O)(=O)NCc2ccco2)cc1)c1ccc(F)cc1 | -30 | -13 | 5 | 9 | 3 | 0 | -2 | 14
COc1ccc(S(=O)(=O)N2CCC(c3nc4ccccc4[nH]3)CC2)cc1 | 9 | 13 | -3 | 0 | -19 | -2 | -22 | -10
Cc1ccc2nc(N(CCCN(C)C)C(=O)c3ccc(S(=O)(=O)N(C)C)cc3)sc2c1 | 22 | -9 | 35 | 6 | -8 | 10 | 16 | -2
COc1ccc(CCNc2nc(-c3ccncc3)cs2)cc1OC | -11 | -4 | 18 | 5 | 1 | 3 | -13 | -6
COc1ccc(C(=O)NCc2c(C)nn(Cc3ccccc3)c2C)cc1S(=O)(=O)N1CCOCC1 | -24 | 37 | 4 | 11 | -4 | -12 | -6 | 16
COCCCNC(=O)CC1C[C@H](C(=O)N(C(C)C)C(C)C)[C@@]2(C)c3[nH]c4ccccc4c3CCN2C1=O (some centres undefined) | 9 | 14 | 0 | -10 | -3 | 9 | -2 | 13
CC(C)N1CCC(NC(=O)Nc2ccccc2)CC1 | 9 | 5 | 5 | 9 | -4 | -1 | -2 | 9
O=C(/C=C/c1ccc(Cl)cc1Cl)c1ccc[nH]1 | -5 | -1 | 0 | 9 | 12 | -5 | -29 | -2
O=C(COC(=O)c1c(Cl)cccc1Cl)NC1CCCCC1 | -5 | -1 | 7 | 8 | -2 | -3 | -10 | 2
Cc1nc(-c2ccccc2)[nH]c(=O)c1Oc1ccc(Cl)cc1Cl | -15 | -18 | 0 | 8 | -6 | -4 | 3 | -4
O=C(Nc1ccccc1)C(=O)c1c[nH]c2ccccc12 | -299 | -215 | -2 | 3 | -5 | -9 | -74 | -11
O=C(CCNC(=O)c1ccc(Br)cc1)NNC(=O)C1COc2ccccc2O1 (centres undefined) | 2 | -1 | -4 | 12 | 2 | -1 | -1 | -1
Cc1ccc(NC(=O)CSc2nnc(-c3n[nH]c4ccccc34)n2-c2ccccc2)c(C)c1 | 28 | 21 | -6 | 2 | 6 | 8 | 0 | 9
COc1ccc([N+](=O)[O-])cc1CSc1ccccn1 | 9 | 6 | 4 | 20 | 7 | -5 | -12 | 17
Nc1ccccc1Nc1c(F)c(F)nc(F)c1Cl | -1 | -5 | -7 | 8 | -12 | -12 | 5 | -3
N#C/C(=C\c1cccs1)C(=O)N1CCOCC1 | -2 | -13 | -11 | 0 | 2 | -9 | 7 | 0
CCOC(=O)C1=C(CC)OC(N)=C(C#N)C1c1ccc(OC)c(C)c1OC (centres undefined) | 9 | -4 | 1 | 12 | 4 | 13 | -11 | -4
COc1ccc([N+](=O)[O-])cc1CSc1nnc(NC(C)=O)s1 | 1 | -10 | -11 | 2 | 12 | -4 | 0 | 25
CCCN(C(=O)CSc1nc(C2CC2)n(-c2ccccc2)n1)C1CCS(=O)(=O)C1 (centres undefined) | 23 | 10 | 2 | 10 | -7 | 1 | -13 | -7
O=C1CC(c2cccs2)c2ccc3ccccc3c2N1 (centres undefined) | -15 | -5 | -12 | 1 | -2 | -8 | 14 | 13
C/C(=N\NC(=O)CSCc1ccccc1Br)c1cccc([N+](=O)[O-])c1 | -17 | 15 | -4 | -5 | -3 | -6 | 45 | -16
CCOc1ccccc1Oc1coc2cc(OC(=O)c3ccco3)ccc2c1=O | 7 | -4 | 18 | -4 | 6 | 8 | -12 | -2
CC1(C)CC(=O)C([N+](=O)[O-])=C(NCCCO)C1 | 10 | -14 | 2 | 4 | -3 | -7 | -13 | 3
Cc1ccc(S(=O)(=O)N2CCN(CC(=O)N/N=C\C(Cl)=C\c3ccccc3)CC2)cc1 | 3 | -4 | 6 | -10 | 24 | 5 | 5 | -16
O=C(CCCOc1ccccc1)NNC(=O)c1ccc(Cl)cc1 | 11 | 0 | 13 | -5 | 18 | -4 | -4 | -17
CC1(C)CC(=O)C=C(c2cccc3c2sc2ccccc23)C1 | -10 | -22 | -2 | 23 | 30 | -8 | -18 | 8
CCC(=O)Nc1ccc(S(=O)(=O)Nc2ccc(Cl)nn2)cc1 | 24 | 1 | -1 | 22 | -10 | -11 | -3 | -2
N#C/C(=C/c1ccc(Sc2nc3ccccc3[nH]2)o1)c1cccc(Br)c1 | 10 | -9 | -7 | 4 | 28 | 0 | 5 | 20
CCOC(=O)c1[nH]c2ccc(OC)cc2c1NC(=O)c1ccc2c(c1)OCO2 | 9 | 1 | -8 | 20 | -1 | -7 | 8 | -6
Clc1ccccc1C1=CC(c2ccco2)n2ncnc2N1 (centres undefined) | 12 | -8 | 5 | 12 | -2 | -4 | 2 | -7
N#Cc1ccccc1Sc1ccccc1C(=O)OCC(=O)NC1CCCCC1 | -12 | -10 | 4 | 6 | -5 | -9 | 3 | -16
Cc1c(CNCc2cccs2)c(C(=O)O)c(C)n1Cc1ccccc1 | 11 | -5 | 11 | -3 | 1 | 0 | 4 | -8
COc1ccccc1N(C)S(=O)(=O)c1ccc(C(=O)NCC(C)C)cc1 | 14 | 9 | 5 | 12 | -4 | 3 | -7 | 11

Structural class, the entries above containing a nitro group on carbon.
SMILES | 697 NFkB inh | Jurkat NFkB inh | UBC13 inh | CCR6 antag | EBI2 antag | CXCR6 inh | Gli-Sufu block | APJ antag
COc1ccc([N+](=O)[O-])cc1CSc1ccccn1 | 9 | 6 | 4 | 20 | 7 | -5 | -12 | 17
COc1ccc([N+](=O)[O-])cc1CSc1nnc(NC(C)=O)s1 | 1 | -10 | -11 | 2 | 12 | -4 | 0 | 25
C/C(=N\NC(=O)CSCc1ccccc1Br)c1cccc([N+](=O)[O-])c1 | -17 | 15 | -4 | -5 | -3 | -6 | 45 | -16
CC1(C)CC(=O)C([N+](=O)[O-])=C(NCCCO)C1 | 10 | -14 | 2 | 4 | -3 | -7 | -13 | 3

(next part)
SMILES | 697 NFkB inh | Jurkat NFkB inh | UBC13 inh | CCR6 antag | EBI2 antag | CXCR6 inh | Gli-Sufu block | APJ antag
CCCCn1c(=O)[nH]c(=O)c2c1nc(-c1ccc(C)c([N+](=O)[O-])c1)n2CC | 9 | -5 | 0 | 10 | 7 | 4 | 3 | -3
O=C(COC(=O)C1=COCCO1)NC1CCCCCCC1 | 2 | 2 | -9 | -3 | -12 | -2 | -12 | 8
O=C(CSc1nncn1-c1ccccn1)Nc1cccc(Cl)c1 | -11 | -18 | -9 | -6 | -23 | -4 | -3 | -3
COc1ccc(CNC(=O)C(C)N2CCN(S(=O)(=O)c3ccccc3F)CC2)cc1 (centres undefined) | 16 | -6 | -2 | 13 | 0 | -1 | -3 | 6
CCn1c2ccc(F)cc2c2nnc(SCCN3CCCCC3)nc21 | 9 | -8 | -8 | 11 | -5 | 14 | 10 | 16
Cc1ccc(C)c(OC(=O)c2ccncc2)c1 | 5 | 13 | -9 | 5 | 3 | 4 | 2 | -10
C=CCn1c(SCC(=O)NCC(=O)OCC)nnc1-c1cccc(OC)c1 | 8 | 5 | 2 | 9 | -1 | -6 | -9 | 5
CCCOc1ccc(C(=O)Nc2ccc(CN3CCOCC3)cc2)cc1 | -8 | -12 | -8 | -3 | -7 | -3 | -12 | -33
COC(=O)c1c(NC(=O)CN2C(=O)C(=O)N(CC(C)C)C2=O)sc(C)c1C | 1 | -8 | -2 | 3 | -2 | -3 | -2 | -1
COc1ccc(CCNC(=O)COc2cc(O)c3c(c2)OC(C)(C)CC3=O)cc1 | 17 | 5 | 10 | 15 | 5 | 5 | 12 | 15

Structures listed so far printed as active in 697 NFkB inh:
| smiles | 697 NFkB inh | Jurkat NFkB inh | UBC13 inh | CCR6 antag | EBI2 antag | CXCR6 inh | APJ antag |
| --- | --- | --- | --- | --- | --- | --- | --- |
| O=C(CCCN1C(=O)/C(=C/c2ccccc2Cl)SC1=S)NNC(=O)c1ccccc1 | 40* | 13 | 13 | 16 | 42* | 11 | 14 |

Bioassay records: PubChem BioAssay, Sanford-Burnham Center for Chemical Genomics

Compounds as they come; 3% or so of the library scored in one or more.
